Autophagy HCS – autophagy modulators in MEF cells, primary screen, imaging, high-content, MEF GFP-LC3 | MEF GFP-LC3 puncta imaging; test concentration mostly 10 µM | calls only at 10 µM (by protocol) | actives 0.98% (n = 190,000) | AID 463193, 2010;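 active means percentage of spot-positive cells more than 3 SD above its plate mean, without a fluorescence outlier flag or 80% toxicity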;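 further: spot-positive cell cutoff set from DMSO-treated cells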
MT stabilizer – microtubule stabilizers in HeLa cells, primary screen, imaging, high-content imaging | HeLa tubulin immunostaining HCS, 24 h; share of cells brighter than vehicle mean+2SD | % tubulin-high responders, % at 10 µM | actives 0.83% (n = 200,000);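 active means plate Z-score above 3 for both tubulin-high and condensed-nucleus cell shares, with cell loss under 80%, at 10 µM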;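 further: anti alpha tubulin signal scored within the nucleus-defined area of each cell; some results filed as inactive read as strong as hits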
Yfh1-off respiration – enhancers of respiration in Yfh1-depleted yeast, dose response, Friedreich's ataxia, plus single-dose screen (AID 1465); S. cerevisiae Yfh1-off respiration, WST-1 reduction, 72 h; higher fold induction means a stronger effect; one-dose fold induction at 50 µM; EC50 in µM for titrated hits; actives 0.074% (n = 220,000);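 active means fold induction of absorbance versus untreated yeast above a set limit, then at least 30% activation at any dose in follow-up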;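 further: activators that raise dye reduction in frataxin-depleted yeast; strong numbers were not always called active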
P. falciparum M1AAP – P. falciparum M1AAP inhibitors, biochemical, fluorogenic H-Leu-NHMec substrate, 1536-well (AID 1445). recombinant M1AAP, H-Leu-NHMec fluorogenic kinetic assay; higher % means a stronger effect. inhibition, % at 30 µM; hits with a dose series show IC50 in µM. actives 0.42% (n = 220,000);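 active means primary inhibition above the hit cutoff, then over 50% inhibition at one or more dose response concentrations, cut at about 23% in these data, passing the limit was not always enough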;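 further: plate controls were DMSO full reaction for no effect and no enzyme background for full effect; strong numbers were not always called active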
Insulin prom up – insulin promoter activators in MIN6 cells, imaging, high-content screening, mouse beta cells; actives 0.3% (n = 190,000); z-score at 5 µM; AID 1625, 2009; MIN6 insulin promoter-GFP reporter; stronger effect = higher value;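 active means z-score above 3 at 5 µM with at least 500 cells counted in the well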
Lipid droplet – inhibitors of hepatocyte lipid droplet formation, primary screen, imaging, high-throughput imaging, BODIPY stain. AML12 mouse hepatocytes, oleate lipid droplets. inhibition, % at 6.5 µM. actives 0.4% (n = 240,000);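 active means lipid droplet intensity inhibited by at least 50%, with more than 500 cells counted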
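Material – mouse AML12 hepatocyte cell line, fixed after treatment · Compound dosing – one dose, 6.5 µM compound · Times – compound with oleate, overnight · Measured by – Image-based BODIPY and DAPI two-channel analysis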
CSM14.1 death rescue – rescue of cells from ER stress-induced death, primary screen, 384-well, CSM14.1, thapsigargin, ATP luminescence (AID 1222); cellular ATP content (survival), % at 20 µM, or EC50 in µM where a hit was titrated; CSM14.1 thapsigargin-induced death rescue, ATP luminescence; higher % means a stronger effect; 190,000 tested, under 10 active;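 active means EC50 below 50 µM in the dose-response confirmation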;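 further: death triggered by thapsigargin at about 15 µM added after 2 h compound pretreatment; cell ATP read after overnight thapsigargin exposure of roughly 18 to 22 hours; normalized against plate controls of thapsigargin alone and 5% DMSO vehicle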
Dynein transport – inhibitors of GR-EGFP nuclear translocation, primary screen, dynein cargo transport inhibitor project, imaging, high-content, 3617.4 mouse cells; test concentration mostly 20 µM; stimulated with dexamethasone, 1 µM; stronger effect = lower value; z-score, hits read low; actives 0.47% (n = 220,000); AID 1381, 2008;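 active means plate z-score of nuclear minus cytoplasmic receptor signal below a set negative limit, without overly bright fluorescence or cell loss, cut at about -3.5 in these data, passing the limit was not always enough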;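 further: z-score of nuclear minus cytoplasmic ring GR-EGFP intensity difference per well; some compounds called inactive have numbers as strong as hits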
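medium = tetracycline-free induction medium containing charcoal-stripped FBS | also added = 1.0 µM final dexamethasone stimulus | schedule = 48 h induction, 1 h compound, 30 min dex at 37 °C | technique = fixed, Hoechst-stained cells imaged at 10x for EGFP | measure = GR-EGFP nuclear translocation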
M17LAP inhibition – P. falciparum M17LAP inhibitors, primary screen, biochemical, fluorogenic H-Leu-NHMec substrate, 1536-well (AID 1619) | Leucine aminopeptidase (Plasmodium falciparum (isolate 3D7)) | recombinant M17LAP, H-Leu-NHMec fluorogenic kinetic assay; higher % means a stronger effect | one-dose inhibition, % at 30 µM; IC50 in µM for titrated hits | actives 0.38% (n = 220,000);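 active means compound inhibiting the enzyme by more than half at any dose during confirmatory dose-response retesting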;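 further: plate controls were full reaction with DMSO carrier for no effect and no enzyme background for full effect; strong numbers were not always called active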
Dynein transport cytoplasmic EGFP – recorded beside Dynein transport, whose call it bears; z-score; measured here: cytoplasmic GR-EGFP intensity; stronger effect = higher value
Dynein transport nuclear GR-EGFP – second read-out of Dynein transport, no call of its own (marks repeat the call); z-score; measured here: nuclear GR-EGFP intensity;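 lower value marks the stronger effect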
Dynein transport cell count – further read-out of Dynein transport, marked with its call; z-score; measured here: cell count per field
Insulin prom up cell count – also measured in Insulin prom up; calls as there; cell count; measured here: cytotoxicity, nuclei count;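 total cells summed across four imaged fields per well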
Lipid droplet cells 6.5 µM – second read-out of Lipid droplet, no call of its own (marks repeat the call); cell count; measured here: cell count, cytotoxicity flag;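 cells counted across two imaged fields per well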
MT stabilizer Hoechst-high % – further read-out of MT stabilizer, marked with its call; % Hoechst-high responders; measured here: nuclear condensation Hoechst responders;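 share of cells brighter than vehicle mean plus two SD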
MT stabilizer cytotoxicity % – further read-out of MT stabilizer, marked with its call; toxicity, %; measured here: cytotoxicity by cell density;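 0% = mean cell density of plate MIN control wells and 100% = no cells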
Autophagy HCS cell loss 18 h – also measured in Autophagy HCS; calls as there; toxicity, %; measured here: cell loss, nuclei count;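 cell loss after 18 h compound exposure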
An asterisk follows results filed as active; i = inactive; · = no result given.

SMILES	Autophagy HCS	Autophagy HCS cell loss 18 h	MT stabilizer	MT stabilizer Hoechst-high %	MT stabilizer cytotoxicity %	Yfh1-off respiration	P. falciparum M1AAP	Insulin prom up	Insulin prom up cell count	Lipid droplet	Lipid droplet cells 6.5 µM	CSM14.1 death rescue	Dynein transport	Dynein transport cytoplasmic EGFP	Dynein transport nuclear GR-EGFP	Dynein transport cell count	M17LAP inhibition
CC(Sc1nc(-c2ccccc2)cs1)C(=O)Nc1ccc(Cl)cn1 (centres undefined)	i	-7.7	1.2	3.0	8.2	i	5.0%	0	1466	0.0	584	-1.9%	-0.0859	-0.255	0.0265	0.413	13.8%
COc1ccc(Nc2c3c(nc4c(-c5ccccc5)c(C)nn24)CCC3)cc1	i	5.5	2.0	2.5	2.7	i	2.7%	0.05	1029	-8.1	677	-0.7%	0.0194	-0.191	0.202	-0.388	-0.9%
COc1ccc(Cl)cc1NC(=O)C1CCCO1 (centres undefined)	i	9.8	2.0	3.0	9.0	i	7.7%	0.84	1347	·	·	-1.4%	-0.343	-0.225	0.181	0.183	-2.4%
O=C(Cn1cc(CCO)nn1)N1CCNCC1	i	-4.9	2.6	2.2	10.2	i	5.7%	1.43	1392	15.7	729	1.1%	0.158	-0.293	0.394	-0.289	3.0%
COc1cccc(CN2CCN(C(=O)c3ccco3)CC2)c1OC	i	0.0	1.9	1.0	1.8	i	·	·	·	·	·	·	-0.26	-0.233	0.163	0.0663	·
CC(Oc1ccc(Cl)cc1)C(=O)NNC(=S)NC(=O)c1ccco1 (centres undefined)	i	13.5	2.9	3.3	13.6	i	-20.3%	-0.5	1316	11.2	654	-2.3%	1.15	-0.249	0.564	-1.01	56.7%
Cc1cccc2c(Cl)cc(=O)[nH]c12	i	-7.5	4.8	2.1	4.6	i	-3.1%	·	·	13.3	734	-0.2%	-0.215	-0.213	-0.16	0.121	10.1%
O=C(CN1CCC(n2nnc3cc(F)ccc32)CC1)NCc1ccco1	i	-12.0	7.0	2.7	4.9	i	4.3%	0.72	917	·	·	-1.8%	-0.143	-0.204	0.237	-0.202	33.6%
Cc1[nH]c2ccccc2c1C(=O)COC(=O)C1CCC(=O)N1 (centres undefined)	i	6.0	1.3	1.6	6.8	i	10.6%	-0.34	1381	·	·	-0.7%	-0.268	-0.182	-0.282	0.258	-8.2%
COc1ccc(CC(=O)NCCc2ccc(Cl)cc2Cl)cc1	i	-33.1	3.0	1.5	5.6	i	-1.7%	0.24	1279	-8.7	709	·	0.387	-0.251	0.323	-0.379	-3.1%
Cc1cc(Cl)ccc1NNC(=O)c1cccs1	·	·	·	·	·	i	19.2%	-0.26	1338	1.6	758	·	1.25	0.422	0.401	-0.795	2.8%
CCOc1ccc(Br)cc1/C=N/NC(=O)c1ccncc1	i	15.4	1.6	1.8	3.8	i	2.2%	-0.28	1354	5.1	618	-1.2%	-0.263	-0.234	-0.661	0.245	-7.7%
CC1Cc2ccccc2N1C(=S)NC(=O)c1cccc(Br)c1 (centres undefined)	i	-0.9	4.7	1.7	5.8	i	7.4%	·	·	10.2	593	8.6%	-0.0806	-0.229	-0.173	-0.189	3.4%
N=C1C(c2nc3ccccc3c(=O)[nH]2)=C(O)CN1CCO	i	-1.3	2.2	1.3	15.2	i	1.9%	0.13	840	8.7	777	0.6%	-1.45	-0.0446	-0.488	0.724	0.1%
COc1ccc(-c2c(=O)n(OCc3ccccc3[N+](=O)[O-])c3ccccc3[n+]2[O-])c(OC)c1	i	7.6	5.6	1.8	8.8	i	-2.7%	0.53	1525	-0.3	638	1.1%	1.2	-0.274	1.34	-0.474	-4.7%
COc1cccc(/C(C)=N/NC(=O)c2ccc(N(C)C)cc2)c1	i	-18.4	1.3	1.2	5.6	·	4.9%	-0.52	1364	·	·	-3.9%	0.654	-0.203	1.07	0.702	17.8%
CCC(C)N1C(=O)c2ccccc2C1C(=O)NC1CCCCCC1 (centres undefined)	i	3.2	4.2	2.8	5.9	i	-0.9%	-0.03	1389	·	·	-1.8%	-0.53	-0.317	-0.155	-0.252	-0.6%
CCCC(=O)OCC(=O)c1[nH]c(C)c(C(C)=O)c1C	i	-7.9	3.8	3.4	1.4	i	-0.9%	-0.33	1318	-5.0	660	·	-0.61	-0.263	-0.12	0.119	-2.5%
O=C(CN1CCc2ccccc21)Nc1ccc2c(c1)OCO2	i	3.5	2.2	1.9	14.7	·	6.6%	0.09	1256	0.1	792	2.7%	-0.0679	-0.134	-0.134	0.211	8.1%
O=C(COC(=O)c1ccncc1)NC(=O)C1CCCCC1	i	-34.4	2.1	1.3	6.2	i	5.2%	0.15	1443	·	·	0.2%	0.0303	-0.202	0.858	0.802	-4.5%
Cc1c(C(=O)N2CCN(C)CC2)oc2c1C(=O)CC(C)(C)C2	i	-0.9	2.5	1.8	4.1	i	-1.6%	1.6	1215	-9.2	624	·	-0.923	-0.207	-1.09	-0.132	-6.7%
COc1ccccc1NC(=O)CSc1nnc(C2CCCCC2)o1	i	6.6	9.6	0.9	15.2	i	-3.8%	·	·	·	·	-0.4%	0.271	-0.381	0.247	-0.114	13.8%
COC(=O)Cc1c(C)nc2nc(NCc3cccc([N+](=O)[O-])c3)[nH]n2c1=O	i	-7.2	1.9	0.8	9.9	i	3.0%	-0.19	857	-1.0	839	1.1%	1.47	-0.26	1.45	-0.146	11.7%
COc1ccc(-c2nc3n(n2)C(c2ccncc2)C(C(N)=O)=C(C)N3)cc1 (centres undefined)	i	9.1	3.2	2.1	6.7	·	-1.6%	0.37	1392	·	·	-1.6%	0.374	-0.338	0.243	-0.0423	11.0%
O=c1sc2ccccc2n1Cc1ccccc1	i	-7.8	4.5	2.4	12.2	i	-2.2%	-0.2	1468	-8.6	632	0.2%	0.445	-0.34	-0.0717	-0.286	-1.2%
SMILES	Autophagy HCS	Autophagy HCS cell loss 18 h	MT stabilizer	MT stabilizer Hoechst-high %	MT stabilizer cytotoxicity %	Yfh1-off respiration	P. falciparum M1AAP	Insulin prom up	Insulin prom up cell count	Lipid droplet	Lipid droplet cells 6.5 µM	CSM14.1 death rescue	Dynein transport	Dynein transport cytoplasmic EGFP	Dynein transport nuclear GR-EGFP	Dynein transport cell count	M17LAP inhibition
O=C(CSc1nnc(-c2ccc(F)cc2)o1)Nc1ccccc1N1CCOCC1	i	9.8	3.2	2.0	9.7	i	·	·	·	·	·	·	1.98	-0.169	0.89	-1.62	·
Nc1nccnc1C(=O)N/N=C/c1ccco1	·	·	·	·	·	i	6.7%	·	·	2.0	714	·	0.949	-0.133	1.16	-0.733	13.5%
Cc1ccc(NC(=O)C(=O)NCc2ccccn2)cc1	i	-0.5	2.8	2.5	0.6	i	0.3%	-0.43	1155	-16.6	635	-0.6%	-0.773	-0.313	-0.336	0.496	7.5%
C=C(C)c1cccc(C(C)(C)NC(=O)Nc2ccc(C(N)=O)cc2)c1	i	0.0	2.0	2.1	5.0	i	15.9%	-0.5	1368	39.8	663	0.9%	-0.648	-0.268	-0.187	0.73	7.0%
O=C(Nc1cccc2c1CCCC2)c1ccncc1	i	-7.0	4.1	1.4	6.1	i	3.1%	0.73	1178	-2.9	706	3.1%	1.19	-0.135	0.844	-1.34	11.8%
COCCCNC(=O)c1c[nH]c2ccc(S(=O)(=O)N3CCC(C)CC3)cc2c1=O	i	-17.8	1.5	1.4	4.0	i	0.3%	0.22	1295	-4.8	676	-5.5%	0.52	-0.163	0.533	-0.282	-2.1%
O=C(CN1C(=O)C2C3CCC(C3)C2C1=O)N1CCN(Cc2ccccc2)CC1 (centres undefined)	i	0.0	2.1	0.9	2.6	i	1.1%	·	·	-15.6	658	0.7%	0.474	-0.253	0.192	0.0684	12.4%
Cc1sc(NC(=O)/C=C/c2ccc(C(C)C)cc2)c(C#N)c1C	i	-4.8	2.8	1.7	6.9	i	2.3%	·	·	·	·	-1.9%	-0.269	-0.224	-0.772	0.94	1.8%
CC(=O)Oc1ccccc1N1C(=O)c2ccc(C(=O)O)cc2C1=O	i	17.3	4.3	2.9	7.6	i	3.5%	·	·	-8.3	795	1.9%	-0.841	-0.146	-0.148	-0.207	-19.6%
CCOC(=O)Cc1nn(C(C)C)c(=O)c2ccccc12	i	-7.4	2.3	1.7	0.2	i	·	-0.41	1426	-2.8	738	2.0%	0.545	-0.36	0.593	0.598	·
NC(N)=NC1=NC(=O)/C(=C/c2ccccc2-n2cccn2)S1	i	9.3	2.9	3.2	6.0	i	7.1%	0.32	1566	1.1	662	-1.4%	-0.445	-0.278	-0.203	-0.217	0.4%
O=C(O)COc1ccccc1/C=N/NC(=O)CN1CCN(S(=O)(=O)c2ccc(Br)cc2)CC1	·	·	·	·	·	i	6.3%	-0.32	970	-8.2	752	·	0.532	-0.219	0.672	0.524	6.1%
CCCN(CCC)C(=O)CC(c1ccc(F)cc1)c1ccco1 (centres undefined)	i	-1.2	2.7	1.8	7.7	i	4.6%	-1.17	918	·	·	0.4%	-2.67	0.272	-1.37	-0.547	-1.4%
CC1CCCCC12NC(=O)N(CC(=O)NC1CCCc3ccccc31)C2=O (centres undefined)	i	-4.4	11.4	1.8	15.8	i	4.7%	0.14	1690	-3.3	587	-2.5%	-0.268	-0.118	-0.034	-0.77	0.2%

Bioassay records (PubChem BioAssay)
